Chronic BCR inh: chronic active BCR signaling inhibition; 340,000 tested, 0.05% active; AID 493014; Potency, µM (titrated, usually from 46.1 µM), inactives show at the highest dose ratio change, negative = lower green/red ratio, hits mostly inhibitors; ABC-DLBCL IkBa-CBG/CBR reporter, luminescence ratio, 4 h; active = well fitted inhibition curve with a large enough effect in the signal ratio, with a control signal flat, not every such curve was filed as active; inconclusive = small, poorly fitted or top-dose-only effect, or effect the other way, or a change in a side signal; the % refers to the signal ratio;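 also: potency is read from the fitted curve at half-maximal effect; plate controls were basal doxycycline-induced cells for no effect and cells given 10 µM MG132 for full effect; MG132 reads +100%, hits lower the ratio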
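Doxycycline induced both beetle luciferases in TMD8 lymphoma cells; IKK-driven degradation limits the IkappaBalpha-fused green signal, while red luminescence normalises for cell number and nonspecific effects. Compounds tested up to 46 uM, 4 hrs.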
TSHR antag: blocks TSH signaling through the human TSH receptor | 330,000 tested, 0.2% active | activity change, negative = inhibition, % at 11.5 µM | P16473 | TSHR-expressing cells, TSH-stimulated cAMP HTRF, 2 h; active compounds read low;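 active = activity change below a set negative limit, meaning inhibition stronger than a set level, cut at about -70% in these data; inconclusive = activity change between two set negative limits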; also: % is scaled to controls: 0 for no effect and ±100 for the full control effect
Target sequence (P16473 whole entry, looked up): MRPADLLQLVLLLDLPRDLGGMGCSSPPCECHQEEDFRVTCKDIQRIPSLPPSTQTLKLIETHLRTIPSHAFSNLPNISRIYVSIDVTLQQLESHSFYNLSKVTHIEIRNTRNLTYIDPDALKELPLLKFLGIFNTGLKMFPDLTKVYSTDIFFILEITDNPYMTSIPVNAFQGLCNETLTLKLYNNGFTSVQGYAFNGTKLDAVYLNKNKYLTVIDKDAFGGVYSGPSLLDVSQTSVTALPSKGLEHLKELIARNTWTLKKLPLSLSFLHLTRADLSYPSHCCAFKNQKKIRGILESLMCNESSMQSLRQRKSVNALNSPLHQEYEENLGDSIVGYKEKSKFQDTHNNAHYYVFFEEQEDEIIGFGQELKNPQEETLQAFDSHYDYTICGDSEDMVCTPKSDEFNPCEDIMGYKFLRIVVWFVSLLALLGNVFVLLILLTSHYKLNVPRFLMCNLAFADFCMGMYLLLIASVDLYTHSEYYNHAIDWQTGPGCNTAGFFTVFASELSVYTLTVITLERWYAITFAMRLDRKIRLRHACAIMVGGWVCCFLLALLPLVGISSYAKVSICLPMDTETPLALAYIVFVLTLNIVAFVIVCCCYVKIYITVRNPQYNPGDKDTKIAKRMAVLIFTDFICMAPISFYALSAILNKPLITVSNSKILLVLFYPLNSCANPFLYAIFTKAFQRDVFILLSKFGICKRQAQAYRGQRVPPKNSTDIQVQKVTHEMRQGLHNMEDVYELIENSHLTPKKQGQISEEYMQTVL
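Inhibition of cAMP made by TSHR-expressing cells under TSH stimulation (4nM final, EC80; 2 h, 37 deg C) is quantified with a one-step lysis HTRF kit, anti-cAMP cryptate versus cAMP-d2.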
ELG1 repair inh: blocks ELG1-dependent DNA repair in HEK293T cells; AID 504467; Potency, µM (series often up to 46.1 µM), inactives show top-dose activity change, negative = inhibition, usual class: inhibitors; HEK293T ELG1-luciferase reporter, luminescence, 16 h; DNA damage induced by 5-fluorouridine; 330,000 tested, 2.3% active; also: potency is read from the fitted curve at half-maximal effect; % is scaled to controls: 0 for no effect and ±100 for the full control effect; nearly all actives have a fitted effect of over 55% in size
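HEK293T cells expressing luciferase-tagged ELG1 (2,000/well) received 5-Fluorouridine plus compound or DMSO for 16 hr at 37 °C. Luciferase was read by ONE-Glo luminescence after 30 min at room temperature.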
TCR act: activates T cell receptor signaling; primary human leukocytes, anti-CD3, IL-2 HTRF, 48 h; 330,000 tested, under 10 active; AID 504894; Potency, µM (titrated, usually from 9.22 µM), inactives show at the top dose activation of IL-2 secretion, usual class: activators; also: % of control where 0% means no effect
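Primary human leukocytes were stimulated with a-CD3 beads plus compounds for 48 hr without co-stimulation; secreted IL-2 was quantified by HTRF using a-IL-2-K (europium cryptate) and a-IL-2-d2, excited at 320nm with acceptor emission read at 665nm.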
Tb PFK block: blocks T. brucei phosphofructokinase | O15648 | T. brucei PFK, ADP-Glo luminescence | Potency, µM (titrated, usually from 57.5 µM), for inactives: top-dose activity, negative = inhibition, usual class: inhibitors | 330,000 tested, 0.17% active;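 also: potency is read from the fitted curve at half-maximal effect; 0% = uninhibited 1x PFK enzyme wells and -100% = no-enzyme wells; nearly all actives have a fitted effect of over 60% in size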
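ADP-Glo luminescence quantified ADP after 45 min at room temperature, with 1.25 nM T. brucei PFK, 0.1 mM ATP and 0.5 mM fructose-6-phosphate in pH 8.0 TEA buffer. qHTS titrations up to 57 µM; curves classified by quality.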
ASM inhibitor: human S-ASM enzyme inhibition | P17405 | placental ASM, HMU-PC fluorogenic substrate, 60 min | Potency, µM (series often up to 57.5 µM), for inactives: top-dose activity change, negative = inhibition, actives largely listed as inhibitors | 340,000 tested, 0.006% active; also: potency is read from the fitted curve at half-maximal effect
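Human placenta-derived ASM preincubated with compound 10 min at room temperature, then reacted with 9 uM (final) fluorogenic HMU-PC substrate for 60 min at 37 C. Stop solution raises pH to 10; fluorescence read at Ex 386/Em 447 nm.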
Eya2 inh: blocks the phosphatase activity of human Eya2 | Potency, µM (highest dose often 76.9 µM), without a hit: at the highest dose activity, negative = inhibition, usual class: inhibitors | recombinant Eya2, OMFP fluorescence dephosphorylation (OMFP is methylfluorescein phosphate) | O00167 | 330,000 tested, 0.006% active; also: potency is read from the fitted curve at half-maximal effect; % is scaled to controls: 0 for no effect and ±100 for the full control effect
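Eya2 protein (added as 0.2 uM solution) was preincubated with compound for 10 min at ambient temperature in 50 mM HEPES pH 7.5, 50 mM NaCl, 5 uM MgCl2, 0.05% BSA, 1 mM DTT. OMFP (added at 50 uM) then reacted 10 min; fluorescence read at 485/525 nm.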
TSG101-PTAP inh: blocks PTAP/TSG101 interaction to inhibit HIV-1 budding; AID 493005; Q99816; 340,000 tested, under 10 active; Potency, µM (highest dose often 115 µM), inactives show at the highest dose activity change, negative = inhibition, hits mostly inhibitors; Fluorescence polarization, FITC-PTAP peptide / Tsg101 binding; active = well fitted inhibition curve with a large enough effect in the main read-out, with a control signal flat, not every such curve was filed as active; inconclusive = small, poorly fitted or top-dose-only effect, or effect the other way, or a change in a side signal; inactive = no such curve, though single readings can be large or run the other way; also: potency is read from the fitted curve at half-maximal effect; % of control where 0% means no effect
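Fluorescence anisotropy tracks displacement of a FITC-tagged PTAP peptide (50 nM) from the Tsg101 binding domain (10 uM), following a 20 min room-temperature incubation at pH 7.5.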
a7 integrin act: activates integrin-mediated alleviation for muscular dystrophy | alpha7betagal myoblasts, beta-gal FDG fluorescence, 48 h | Potency, µM (highest dose often 38.3 µM), inactives show top-dose activation, usual class: activators | 350,000 tested, 0.064% active | AID 624291;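 also: potency is read from the fitted curve at half-maximal effect; 100% = response of the positive control SU9516; nearly all actives have a fitted effect of over 60% in size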
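alpha7betagal+/- myoblasts (passage 13, 250/well) treated 48 h at 37C with compounds at 1:260 dilution of DMSO stock. Lysed, then beta-galactosidase activity read as FDG fluorescence (ex 480/em 540) after 30 min, with pre-read for autofluorescence.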
AT treatment: potential ataxia-telangiectasia treatments restoring KAP-1 phosphorylation; […] A-T fibroblasts, KAP-1 phosphorylation AlphaLISA; neocarzinostatin DNA damage 30 min before lysis; AID 485349; 320,000 tested, 0.19% active; Potency, µM (highest dose often 57.5 µM), for inactives: at the highest dose activation, usual class: activators; also: potency is read from the fitted curve at half-maximal effect; % of control where 0% means no effect; nearly all actives have a fitted effect of over 45% in size
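hTERT-immortalized A-T patient fibroblasts ([…]), 500 cells/well in OPTI-MEM, 1% FBS, got compounds for 60 min, then NCS for 30 min at 37C. Lysates were then assayed for phospho-KAP-1 by AlphaLISA (anti-pKAP1 donor, anti-KAP1 acceptor beads), 6 hr at 25C.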
Mito fusion act: inhibitors of mitochondrial division or activators of mitochondrial fusion; S. cerevisiae fusion-defective mutant growth rescue, CellTiterGlo 48 h; Potency, µM (series often up to 46.1 µM), inactives show at the top dose growth rescue (activation), actives largely listed as activators; 320,000 tested, 0.23% active; AID 485298;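 also: potency is read from the fitted curve at half-maximal effect; % of control where 0% means no effect; nearly all actives have a fitted effect of over 45% in size; temperature-sensitive fusion mutants such as fzo1-1 at 37 °C on non-fermentable ethanol glycerol medium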
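Compounds are tested for their ability to restore growth of mitochondrial fusion-defective yeast strains at non-permissive 37C in YPEG medium over 48 hours. Viability is quantified by luciferase luminescence.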
Starred values were filed as active, the others as inactive; ? = inconclusive; . = no result given; [ ] = dose if it differs, or a comment. Unless noted, calls follow the shape of the dose curve; as a rule, active = well fitted curve in the direction sought with a large enough effect; inconclusive = small, poorly fitted or top-dose-only effect, or another doubt; inactive = no such curve, though single readings can be large; an effect the other way counts as inactive or inconclusive.

SMILES	Chronic BCR inh	TSHR antag	ELG1 repair inh	TCR act	Tb PFK block	ASM inhibitor	Eya2 inh	TSG101-PTAP inh	a7 integrin act	AT treatment	Mito fusion act
CCN(C(=O)COc1cccnc1[N+](=O)[O-])C1CCS(=O)(=O)C1 (stereo not drawn)	1%	7	-2%	0%[46.1 µM]	-5%	5%	1%	-5%	-8%	3%	-6%
O=C1CS/C(=N\C(=O)N2c3ccccc3Sc3ccccc32)N1	?	1	7%	1%	-4%	0%	-7%	-3%	6%	2%	10%
CCN(CC)CCCN(C(=O)c1ccco1)c1nc(-c2ccc(C)cc2)cs1	?	-7	-6%	3%	-1%	0%	-4%	-8%	-59%[inhibitor]	-2%	12%
Cc1ccc(O)c(C2=NNC(O)(C(F)(F)F)C2)c1 (stereo not drawn)	20%	-10	1%	-1%	1%	3%	8%	-9%	28%	-4%	-4%
CCN(CC)C(=O)Nc1cnc2ccccc2c1	-1%	-2	?	-6%	0%	3%	7%	-3%	-9%	6%	-2%
COc1ccc(N(CC(=O)N2CCN(c3ccc(F)cc3)CC2)S(=O)(=O)c2c(C)noc2C)cc1	6%	-13	-1%	-1%	15%	0%	6%	-4%	-16%	-5%	2%
COc1ccc(OC)c(-c2cc(C(=O)Nc3c(C)n(C)n(-c4ccccc4)c3=O)no2)c1	-1%	-4	-3%	-5%	-1%	-1%	-3%	-6%	-4%	-6%	-1%
CC(=O)OCC(=O)N1CCN(c2ccc([N+](=O)[O-])cc2)CC1	-3%	-7	-5%	-4%[46.1 µM]	-3%	-5%	1%	0%	-13%	2%	2%
O=C(CS(=O)(=O)c1cn(CC(=O)N2CCOCC2)c2ccccc12)NCc1ccc(F)cc1	-5%	-9	3%	-4%	0%	-2%	-4%	-2%	10%	1%	2%
Cc1c(NC(=O)C(C)Sc2nc(N)cc(=O)[nH]2)c(=O)n(-c2ccccc2)n1C (stereo not drawn)	5%	-8	6%	-1%	22%	1%	-5%	-1%	-6%	-6%	0%
Cc1ccc(N(C(=O)c2csnn2)C(C(=O)NC2CCCCC2)c2ccco2)cc1 (stereo not drawn)	?	7	3%	-4%	0%	-2%	-5%	-7%	11%	3%	-12%
O=C(NC1CCN(C(=O)Nc2cccc(Cl)c2)CC1)C1CCCCC1	?	-14	1%	5%	?	-1%	18%	-3%	-21%	-10%	4%
CC(=C/c1ccccc1)/C=N/Nc1nc(N2CCCCC2)nc(N2CCCCC2)n1	-3%	10	-4%	4%[46.1 µM]	0%	6%	-3%	2%	20%	-2%	-8%
CCN(CC)S(=O)(=O)c1ccc(NC2=NS(=O)(=O)c3ccccc32)cc1	-1%	-3	-9%	-5%	-6%	-1%	16%	-1%	13%	.	-3%
COc1cc([N+](=O)[O-])c2ncsc2c1	2%	11	-6%	-4%[46.1 µM]	-7%	-2%	-11%	1%	25%	5%	-9%
CCN(CC)S(=O)(=O)c1ccc(NC2c3ccccc3C(=O)N2Cc2ccc3c(c2)OCO3)cc1 (stereo not drawn)	?	-6	?	1%	-5%	-3%	-2%	-4%	15%	10%	8%
COc1ccc(C2Nc3ccc4ccccc4c3-c3c2c(=O)oc2ccccc32)cc1 (stereo not drawn)	-4%	14	0%	.	0%	.	3%	.	.	0%	5%
CCOC(=O)C1CCN(C(=O)c2cccc(S(=O)(=O)N(CC)c3ccccc3)c2)CC1	3%	-5	12%	-8%	0%	1%	-8%	-10%	-2%	-3%	4%
O=C1C2CCCN2C(=O)N1CCCCN1CCN(c2ccc(F)cc2)CC1 (stereo not drawn)	1%	-4	-10%	1%[46.1 µM]	2%	5%	4%	-3%	7%	-22%	-4%
CCCP(=O)(CCC)CCP(=O)(c1ccccc1)c1ccccc1	10%	16	-8%	1%[46.1 µM]	-2%	-1%	-10%	1%	-6%	-1%	-1%
COc1ccc(NC(=O)COc2ccccc2Cc2ccccc2)cc1S(N)(=O)=O	?	-31	6.5µM*	-3%	2%	-6%	-9%	-4%	3%	3%	-4%
CC(C)(C)c1ccc(/C=C2/SC(N3CCCC3)=NC2=O)cc1	?	-2	1%	4%	-1%	-4%	-16%	-3%	-12%	1%	10%
Cc1ccc2nc(N/C(=N/S(=O)(=O)c3cccs3)c3ccccc3Cl)sc2c1	-2%	-11	-7%	-19%	-1%	-2%	9%	-2%	2%	-7%	5%
Cc1occc(=O)c1OC(=O)Nc1ccc(Cl)c(Cl)c1	?	-11	?	4%	30µM*	0%	-6%	-14%	-51%[inhibitor]	?	-15%
CC(=O)c1ccc(NC(=S)NCc2ccc(Cl)cc2Cl)cc1	-1%	-12	?	4%	-2%	-16%	-8%	-3%	13%	5%	6%

Next part:
SMILES	Chronic BCR inh	TSHR antag	ELG1 repair inh	TCR act	Tb PFK block	ASM inhibitor	Eya2 inh	TSG101-PTAP inh	a7 integrin act	AT treatment	Mito fusion act
O=C(NCc1cccnc1)c1ccc(N2CCOCC2)c([N+](=O)[O-])c1	2%	23	0%	0%	6%	0%	-3%	-6%	-9%	3%	-1%
CCN(CC)c1ccc(S(=O)(=O)N2CCOCC2)cc1NC(=O)COC(=O)COc1ccccc1C	-1%	2	10%	2%	-5%	.	-19%	-4%	-14%	6%	-4%
COCCCNC(=O)c1c(NC(=O)c2cccs2)sc2c1CCCC2	10%	-14	?	-4%	-3%	41%	8%	-3%	0%	-1%	3%
O=C1c2cccc3c(O)ccc(c23)C(=O)N1c1ccc(Cl)cc1	0%	-41	?	-31%	4%	-4%	?	?	-200%[inhibitor]	?	-19%
Cc1cc(NO)nc(-c2ccc(Br)cc2)n1	-2%	-6	?	8%	2%	5%	-18%	-4%	-4%	-8%	1%
O=C(N/N=C\c1c(O)ccc2ccccc12)c1ccc(Cn2cccn2)o1	1%	-6	?	-2%[46.1 µM]	-1%	-3%	16%	1%	16%	3%	-11%
O=C(Cn1nc(C(=O)O)c2ccccc2c1=O)Nc1cccc(Br)c1	1%	7	18%	2%	0%	0%	-18%	-8%	-2%	-3%	-6%
CCOc1ccc(-c2[nH]nc3c2C(c2cccnc2)C(C#N)=C(N)O3)cc1 (stereo not drawn)	?	7	?	2%	-2%	-2%	3%	0%	-10%	-5%	-2%
Cc1cc(C(F)(F)F)c(C#N)c(Sc2ccccc2)n1	-1%	1	32%	5%	-8%	-1%	-4%	-7%	4%	11%	-1%

Part of the list above in order of formula weight, low to high.
SMILES	Chronic BCR inh	TSHR antag	ELG1 repair inh	TCR act	Tb PFK block	ASM inhibitor	Eya2 inh	TSG101-PTAP inh	a7 integrin act	AT treatment	Mito fusion act
Cc1cc(NO)nc(-c2ccc(Br)cc2)n1	-2%	-6	?	8%	2%	5%	-18%	-4%	-4%	-8%	1%
Cc1cc(C(F)(F)F)c(C#N)c(Sc2ccccc2)n1	-1%	1	32%	5%	-8%	-1%	-4%	-7%	4%	11%	-1%
O=C(N/N=C\c1c(O)ccc2ccccc12)c1ccc(Cn2cccn2)o1	1%	-6	?	-2%[46.1 µM]	-1%	-3%	16%	1%	16%	3%	-11%
O=C(Cn1nc(C(=O)O)c2ccccc2c1=O)Nc1cccc(Br)c1	1%	7	18%	2%	0%	0%	-18%	-8%	-2%	-3%	-6%

Screening results (PubChem)
